Source: PubChem (National Center for Advancing Translational Sciences (NCATS))
TrxR1 substrate – rat thioredoxin reductase 1 substrate activity; O89049; purified TrxR1 substrate turnover, NADPH consumption readout; Potency, µM (titrated, usually from 114 µM), for inactives: at the top dose activity change, negative = substrate turnover; hit rate 0.01% among 390,000; AID 588456; further: potency means the concentration at half of the fitted maximal effect; on the % scale 0 is the no-effect control and ±100 the full control effect; nearly all actives have a fitted effect of over 50% in size
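Rat TrxR1, dispensed at 90 nM, was prereduced with 400 uM NADPH (final) for 5 min at ~22 deg C, then incubated with compound 15 min before 400 uM selenite. A first-read NADPH fluorescence drop versus no-compound background flagged substrates.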
LDHA block – blocks human lactate dehydrogenase A. activity change, % (values are at about 110 or 230 µM). hit rate 0.15% among 480,000. purified LDHA, NADH/diaphorase-resazurin fluorescence; active compounds read low; in the data active means activity change below about -30%; inconclusive means mostly about -25% to -30%;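 further: plate controls were DMSO wells for no effect and wells without enzyme for full effect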
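LDH5 2 nM; NADH 0.06 mM, pyruvate 0.2 mM; 200 mM Tris pH 7.4, EDTA, Tween-20; 5 min RT. Detection: diaphorase 0.133 mg/mL + resazurin 37 µM, fluorescence ex540/em590 at 0 and 20 min; normalized to enzyme-free and DMSO wells.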
USP1 inh – blocks the human USP1/UAF1 deubiquitinase complex | O94782 | recombinant USP1/UAF1, Ub-Rhodamine cleavage fluorescence | Potency, µM (series often up to 57.1 µM), without a hit: top-dose activity change, negative = inhibition, actives largely listed as inhibitors | hit rate 0.23% among 390,000 | AID 743255; further: potency means the concentration at half of the fitted maximal effect; on the % scale 0 is the no-effect control and ±100 the full control effect; nearly all actives have a fitted effect of over 60% in size; inactives centre near -12
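1 nM enzyme complex + cpd, 15 min RT; start with Ub-Rho 150nM final; kinetic fluorescence ex 480/em 540, 6 reads q60 s. Buffer 50mM HEPES pH 7.8, 0.5mM EDTA, 0.1 mg/ml BSA, 1mM TCEP, 0.01% Tween-20.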
Vif-A3F inh – blocks the Vif interaction with APOBEC3F | HeLa A3F-eYFP + Vif (tagged APOBEC3F with the HIV-1 protein that degrades it), YFP fluorescence increase | Potency, µM (series often up to 46.1 µM), for inactives: at the highest dose activity, negative = active | hit rate 0.2% among 390,000 | AID 602313; further: potency means the concentration at half of the fitted maximal effect; % of control where 0% means no effect; nearly all actives have a fitted effect of over 65% in size
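HeLa cells stably expressing A3F-eYFP plus Vif, plated and incubated overnight at 37 deg C, then exposed to compounds overnight at 37 deg C. Blocked degradation read as raised yellow fluorescence (Ex 488/Em 500-530).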
mIDH1 inhibitor – human IDH1 R132H inhibition; O75874; IDH1-R132H enzyme, NADPH consumption, diaphorase/resazurin fluorescence; Potency, µM (highest dose often 76.6 µM), inactives show at the highest dose activity change, negative = inhibition, hits mostly inhibitors; hit rate 0.093% among 390,000; AID 602179; further: potency means the concentration at half of the fitted maximal effect; on the % scale 0 is the no-effect control and ±100 the full control effect; nearly all actives have a fitted effect of over 65% in size
Target sequence (O75874 whole entry R132H, stated change not applied): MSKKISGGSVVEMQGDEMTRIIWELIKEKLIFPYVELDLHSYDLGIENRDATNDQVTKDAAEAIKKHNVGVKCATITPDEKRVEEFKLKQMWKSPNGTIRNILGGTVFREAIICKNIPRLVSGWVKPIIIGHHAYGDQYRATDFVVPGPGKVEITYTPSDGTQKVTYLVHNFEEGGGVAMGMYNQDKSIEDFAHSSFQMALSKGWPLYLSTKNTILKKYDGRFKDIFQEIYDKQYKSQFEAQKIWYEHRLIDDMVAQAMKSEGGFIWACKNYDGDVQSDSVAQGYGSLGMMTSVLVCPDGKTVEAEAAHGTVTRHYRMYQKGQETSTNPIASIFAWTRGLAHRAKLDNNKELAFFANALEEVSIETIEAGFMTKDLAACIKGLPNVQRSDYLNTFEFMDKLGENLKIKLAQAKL
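IDH1-R132H (0.5 ug/mL) preincubated 30 min with compound, then NADPH (0.016 mM) and alpha-KG (2 mM) added; 80 min at RT, pH 7.5. Remaining NADPH coupled via diaphorase/resazurin to fluorescence (540/590 nm); concentration-response curves normalized to no-enzyme control.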
RXFP1 agonist – activates the human relaxin receptor RXFP1; Q9HBX9; HEK293T-RXFP1 cAMP TR-FRET, 30 min; response scale: percent of porcine relaxin response, buffer zero; Potency, µM (top dose mostly 57.5 µM), without a hit: at the highest dose activation, hits mostly activators; AID 2676; hit rate 0.3% among 370,000; further: potency means the concentration at half of the fitted maximal effect; on the % scale 0 is the no-effect control and ±100 the full control effect; nearly all actives have a fitted effect of over 60% in size; many of its hits are not listed in these tables
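cAMP rise read by TR-FRET after 30 min, 37C compound exposure (up to 58 uM) in RXFP1-transfected HEK293 cells with Ro 20174 present. EC50 from Hill-equation fits, with 29 nM porcine relaxin as 100% and buffer as basal.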
Vif-A3G inh – Vif-A3G binding inhibition; Q9HC16; HeLa A3G-eYFP + Vif (tagged APOBEC3G with the HIV-1 protein that degrades it), YFP fluorescence, overnight; Potency, µM (doses to about 46.1 µM), for the others: at the highest dose activity, negative = active, hits mostly inhibitors; hit rate 0.076% among 410,000; AID 602310;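 further: potency means the concentration at half of the fitted maximal effect; on the % scale 0 is the no-effect control and ±100 the full control effect; nearly all actives have a fitted effect of over 60% in size; hits raise eYFP signal because A3G escapes Vif-driven loss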
Target sequence (Q9HC16 whole entry, looked up): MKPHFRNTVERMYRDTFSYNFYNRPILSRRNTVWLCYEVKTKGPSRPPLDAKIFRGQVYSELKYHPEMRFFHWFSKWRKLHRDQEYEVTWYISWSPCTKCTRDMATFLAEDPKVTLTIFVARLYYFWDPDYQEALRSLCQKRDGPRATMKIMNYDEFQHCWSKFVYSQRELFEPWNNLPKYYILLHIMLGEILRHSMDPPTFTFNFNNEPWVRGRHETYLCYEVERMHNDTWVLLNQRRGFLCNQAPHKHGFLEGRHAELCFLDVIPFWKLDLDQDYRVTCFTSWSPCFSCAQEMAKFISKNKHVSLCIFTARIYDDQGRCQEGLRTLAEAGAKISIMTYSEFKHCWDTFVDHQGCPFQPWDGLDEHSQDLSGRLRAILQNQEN
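Read-out is eYFP fluorescence (Ex 488/Em 500-530) from Vif-expressing HeLa A3G-eYFP cells; more signal means A3G escaped Vif-mediated degradation. Cells plated overnight, compound pinned in, incubated overnight at 37 deg C.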
GRP78 ERSR act – ER stress response induction in glioma. U87-MG GRP78 promoter luciferase reporter, 16 h. Potency, µM, for inactives: top-dose activation, usual class: activators. hit rate 0.02% among 420,000. AID 602332; further: potency means the concentration at half of the fitted maximal effect; series mostly up to about 76 µM; % of control where 0% means no effect; nearly all actives have a fitted effect of over 35% in size
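Stably transfected U87-MG glioma cells carrying a GRP78-based luciferase sensor; 16 h compound incubation. Luminescence end-point read 10 min after Bright-Glo addition at room temperature.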
PI4K2A inh – PI4K2A (human) kinase inhibition; purified PI4K2A, ADP-Glo luminescence, 1 h; active compounds read low; activity change, negative = inhibition, % at 76.9 µM; hit rate 0.13% among 420,000; AID 1346378; in the data active means activity change below about -50%; inconclusive means mostly about -30% to -49%;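 further: -100% = wells without enzyme as full effect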
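Compounds are screened against recombinant PI4K2A using PI as substrate and ATP, the latter dispensed at 300 microM. Reactions run one hour at ambient temperature before ADP-Glo detection; full inhibition defined by wells lacking enzyme.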
An asterisk follows results filed as active; ? = inconclusive; / = no result given; & = joins results of further samples; [ ] = another dose, or the depositor's remark. Unless noted, the call rests on the fitted dose curve; in most records, active means well fitted curve in the direction sought with a large enough effect; inconclusive means small, poorly fitted or top-dose-only effect, or another doubt; inactive means no such curve, though single readings can be large; an effect the other way counts as inactive or inconclusive.

canonical_smiles	TrxR1 substrate	LDHA block	USP1 inh	Vif-A3F inh	mIDH1 inhibitor	RXFP1 agonist	Vif-A3G inh	GRP78 ERSR act	PI4K2A inh
O=C(Nc1c2c(nn1-c1ccc(Cl)cc1)CS(=O)(=O)C2)c1ccccc1	-7%	-11	-11%	-21%	0%	0.7%	-3%	-3%	-2
CCN(C1CCS(=O)(=O)C1)S(=O)(=O)c1ccc(OC)c(OC)c1 (configuration not stated)	-1%	-4	-12%	7%	0%	-1.2%	1%	-5%	-1
Cc1cn2c(=O)c(S(=O)(=O)N3CCN(c4cc(Cl)ccc4C)CC3)c(C)nc2s1	4%	4	-24%	-2%	-14%	1.7%	-6%	-2%	-1
Cc1nnc(NC(=O)CCC(=O)N2CCN(CCOc3cccc4ccccc34)CC2)s1	-7%[57.1 µM]	1	-5%	-2%	6%	6.1%	-7%	-4%	2
COc1ccc(N2C(=O)CC(SCc3ccc(Cl)cc3)C2=O)cc1 (configuration not stated)	5%	-7	-20%	1%	-3%	-1.0%	1%	0%	-3
O=C(CCCN1C(=O)c2ccccc2C1=O)Nc1ccc2c(c1)OCCO2	-9%	0	-11%	-4%	6%	2.8%	0%	2%	3
O=C(c1ccc([N+](=O)[O-])cc1)N1CCN(C(=O)c2ccco2)CC1	5%[57.1 µM]	-9	-5%	-3%	3%	3.1%	-1%	-3%	2
COCCOC(=O)c1[nH]c2c(c1C)C(=O)C(C(=O)OC)C(C)C2 (configuration not stated)	-4%	8	-11%	0%	1%	0.1%	1%	2%	-4
O=C(COc1ccc2c(-c3ccccc3)cc(=O)oc2c1)NCc1ccccn1	-2%	-15	5%	5%	8%	-0.9%	0%	-2%	0
COc1ccc(CNC(=O)COCc2cc(-c3cccs3)on2)cc1OC	-7%	0	6%	5%	-3%	0.0%	4%	-4%	-1
S=c1[nH]c2cc(Cl)c3cccnc3c2o1	-8%	4	-21%	0%	5%	1.7%	-4%	-1%	-7
C[C@H]1COC(=O)[C@@H](Cc2ccc(F)cc2)C/C=C\C[C@@H](CC(=O)N[C@@H](CO)Cc2ccccc2)C(=O)N1	-5%[57.1 µM]	-1	-27%	6%	10%	/	4%	-4%	-2
Cc1ccc(S(=O)(=O)NC(=O)Nc2c(C)cccc2C)cc1	5%	-7	-21%	-10%	9%	1.8%	-2%	-3%	5
Cc1cc(C)c(Cn2c3ccccc3c3cnn(CC(=O)NC4CCC(C)CC4)c(=O)c32)c(C)c1 (configuration not stated)	0%	0	10%	-13%	-10%	0.5%	0%	1%	-6
COCCn1c(N)c(N(Cc2ccccc2)C(=O)c2ccc(-c3ccc(Cl)cc3)o2)c(=O)[nH]c1=O	0%	-3	-6%	3%	2%	2.6%	-4%	0%	-2
O=[N+]([O-])c1ccc(S(=O)(=O)NCCCc2ccccc2)cc1	-4%	0	-10%	-7%	0%	/	-13%	-2%	-4
COc1ccccc1C(=O)Nc1ccccc1SC(=O)c1ccccc1OC	-3%	2	?	1%	10%	2.4%	-20%	2%	19
CN=C(Nc1ccc(C)c(C)c1)SC1CC(=O)N(c2ccc(OC)cc2)C1=O (configuration not stated)	2%	-2	-21%	1%	4%	-0.4%	2%	-3%	-2
CC(NC(=O)CCCc1c[nH]c2ccccc12)c1ccc(F)cc1 (configuration not stated)	-2%	-15&-2	-5%	2%	-8%	-1.4%	-4%	-1%	3
Cc1cc(=O)[nH]c2c1c(C)nn2C(C)(C)C	7%	-6	-16%	11%	0%	1.5%	2%	-3%	5
O=C(c1ccccc1)c1c[nH]c2cc3c(cc2c1=O)OCCO3	-1%	-1	-8%	-3%	-2%	-0.3%	-11%	3%	-4
O=C(COc1cc(O)c2c(=O)cc(-c3ccccc3)oc2c1)c1ccc(F)cc1	0%[57.1 µM]	-1	-12%	-20%	6%	2.5%	0%	0%	9
CC(NC(=O)CSc1nnc(-c2cccnc2)n1N)c1ccccc1 (configuration not stated)	5%[57.1 µM]	-2	-17%	3%	1%	2.7%	4%	-4%	4
COc1cccc(NC(=O)CCN2C(=O)c3ccccc3S2(=O)=O)c1	-5%	-4	9%	-5%	2%	0.3%	0%	-3%	0
CCOc1ccc2c3c(c(=O)oc2c1OCC)CCCC3	21%	-6	-22%	3%	2%	3.0%	-5%	0%	-5
O=C(CSc1ncnc2scc(-c3ccccc3)c12)N1CCN(Cc2ccc3c(c2)OCO3)CC1	-15%	4	-6%	-12%	1%	-0.8%	1%	-6%	-7
COCCN1C(=NCCCOC(C)C)N[C@@H](c2ccccc2)C(C(=O)OC)=C1C	3%	-12	1%	-15%	-2%	-1.6%&-0.1%	0%	-7%	4
Oc1ccc2ccccc2c1C=NCc1ccccc1	-7%	10	-13%	1%	8%	-1.7%	-2%	-3%	-9
CCN(Cc1ccccc1)S(=O)(=O)c1cc2[nH]c(=O)c(=O)[nH]c2cc1C	10%[57.1 µM]	-6	-10%	-7%	-3%	0.1%	1%	-2%	0
CC1=CC(=NOC(=O)/C=C/c2ccccc2)C=C(C)C1=O	4%[57.1 µM]	16	-11%	?	1%	0.7%	?	-5%	66

A different layout for part of the listing above.
Each structure is followed by: TrxR1 substrate, LDHA block, USP1 inh, Vif-A3F inh, mIDH1 inhibitor, RXFP1 agonist, Vif-A3G inh, GRP78 ERSR act, PI4K2A inh
- COCCOC(=O)c1[nH]c2c(c1C)C(=O)C(C(=O)OC)C(C)C2 (configuration not stated)
  -4%, 8, -11%, 0%, 1%, 0.1%, 1%, 2%, -4
- O=C(c1ccc([N+](=O)[O-])cc1)N1CCN(C(=O)c2ccco2)CC1
  5%[57.1 µM], -9, -5%, -3%, 3%, 3.1%, -1%, -3%, 2
- CCN(Cc1ccccc1)S(=O)(=O)c1cc2[nH]c(=O)c(=O)[nH]c2cc1C
  10%[57.1 µM], -6, -10%, -7%, -3%, 0.1%, 1%, -2%, 0
- O=C(CSc1ncnc2scc(-c3ccccc3)c12)N1CCN(Cc2ccc3c(c2)OCO3)CC1
  -15%, 4, -6%, -12%, 1%, -0.8%, 1%, -6%, -7
- CCOc1ccc2c3c(c(=O)oc2c1OCC)CCCC3
  21%, -6, -22%, 3%, 2%, 3.0%, -5%, 0%, -5
- COc1ccc(N2C(=O)CC(SCc3ccc(Cl)cc3)C2=O)cc1 (configuration not stated)
  5%, -7, -20%, 1%, -3%, -1.0%, 1%, 0%, -3
- CN=C(Nc1ccc(C)c(C)c1)SC1CC(=O)N(c2ccc(OC)cc2)C1=O (configuration not stated)
  2%, -2, -21%, 1%, 4%, -0.4%, 2%, -3%, -2

Other results follow.
canonical_smiles	TrxR1 substrate	LDHA block	USP1 inh	Vif-A3F inh	mIDH1 inhibitor	RXFP1 agonist	Vif-A3G inh	GRP78 ERSR act	PI4K2A inh
CN(Cc1cccs1)C(=O)COc1cccc(-n2cnnn2)c1	4%	1	-19%	-12%	3%	2.1%	-5%	-7%	0
CCN1CCN(c2cc3c(cc2F)c(=O)c(S(=O)(=O)c2ccccc2)cn3C)CC1	49%[activator]	0&-3	-23%&-2%	5%&-2%	0%&-3%	-0.9%&3.4%	1%&3%	3%&-2%	2&-3
COCCCNC1=C(C#N)C(=O)NC2(CCCC2)S1	/	-3	-11%	3%	4%	/	0%	-6%	5
O=C1Nc2ccccc2C12Nc1ccccc1-c1nc3ccccc3n12 (configuration not stated)	-4%	-3	-7%	-2%	2%	-3.5%	-16%	0%	11
CC1(CNC(=O)C(=O)NCC2(C)CO2)CO1 (configuration not stated)	11%[57.1 µM]	-2	-7%	-11%	8%	/	-1%	-5%	-2
CC1(C)CN2C(=S)N(c3ccccc3)C(c3ccccc3)N2C1 (configuration not stated)	-6%	2	-3%	-2%	3%	-0.1%	2%	1%	-1
Cc1ccc(C(=O)NCC(=O)N2CCCN(S(=O)(=O)c3ccc(C)cc3)CC2)cc1	-12%	-2	2%	-13%	1%	-1.8%	1%	-2%	2
Cc1ccc(S(=O)(=O)N2CCC(C(=O)NC3CCCCC3C)CC2)cc1 (configuration not stated)	0%	-1	-6%	0%	7%	1.2%	0%	-4%	-3
CC(C)c1ccc(NC(=O)C2CCC(CNC(=O)[C@@H]3Cc4ccccc4CN3)CC2)cc1 (some centres not stated)	3%	-6	-13%	7%	-9%	1.6%	-7%	-4%	-4
CC(C)(C)c1nnc(NC(=O)C2CCN(c3ncccn3)CC2)s1	10%	-6	-17%	4%	5%	3.7%	3%	-2%	8
COc1cccc(NC(=O)Cn2nnc(-c3nc(-c4ccccc4)no3)c2N)c1	-2%[57.1 µM]	-16	-17%	-5%	-2%	-0.4%	-5%	-3%	?
CC1CCN(C(=O)CN2CC(C)Sc3ccccc32)CC1 (configuration not stated)	3%[57.1 µM]	10	-5%	-4%	-9%	0.2%	0%	1%	-4

These rows are one share of the data (hit frequency here may not be typical).
